AmpC detergent: blocks E. coli AmpC beta-lactamase in detergent assay; P00811; AmpC hydrolysis of nitrocefin, absorbance 480 nm, 0.01% Triton; Potency, µM (doses to about 114 µM), for the others: at the highest dose activity change, negative = inhibition, actives largely listed as inhibitors; 370,000 tested, 0.041% active; AID 485294; active = well fitted inhibition curve with a large enough effect; inconclusive = small, poorly fitted or top-dose-only effect;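 also: potency is read from the fitted curve at half-maximal effect; 0% = no-compound wells and -100% = no-enzyme wells; nearly all actives have a fitted effect of over 25% in size; some results filed as inactive show a strong effect at the top dose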
Target sequence (P00811 whole entry, looked up): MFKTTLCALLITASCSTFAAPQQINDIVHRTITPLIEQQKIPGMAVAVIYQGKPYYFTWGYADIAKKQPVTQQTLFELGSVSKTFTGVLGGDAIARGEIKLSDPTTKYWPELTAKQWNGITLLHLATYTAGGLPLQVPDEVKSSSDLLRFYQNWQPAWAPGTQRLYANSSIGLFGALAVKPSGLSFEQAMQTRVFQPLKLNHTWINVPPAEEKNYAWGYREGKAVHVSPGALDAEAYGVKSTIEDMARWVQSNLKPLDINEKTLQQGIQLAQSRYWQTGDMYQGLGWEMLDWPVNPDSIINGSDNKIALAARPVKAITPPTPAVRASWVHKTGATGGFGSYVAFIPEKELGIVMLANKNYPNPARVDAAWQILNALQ
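AmpC (5.3 nM in the dispensed reagent) in 20 mM phosphate pH 7.0 with 0.01% (detergent screen) or 0.0001% Triton X-100 was preincubated with compounds for 15 min at room temperature. Nitrocefin was then added from an 800 uM solution, and hydrolysis was followed at 480 nm.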
HCMV inh: inhibitors of human cytomegalovirus. activity change, negative = inhibition, % at 57.5 µM. HFF cells, HCMV-luciferase reporter, 72 h; hits give low values. 410,000 tested, 4.5% active; in the data active = activity change below about -60%; inconclusive = no clear call, values can overlap the other calls; inactive = above about -39%
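Cell-based, HFFs, 1000 cells/well, 16 h 37C; cpds in DMSO + HCMV-luc, MOI 1 PFU/cell; 72 h 37C; OneGlo luminescence after 5 min RT; norm. to buffer vs Salinomycin 10uM.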
Active calls of the source: *; ? = inconclusive. Unless noted, % is scaled to controls: 0 for no effect and ±100 for the full control effect. A portion of the library, so the mix of outcomes need not match the whole.

SMILES	AmpC detergent	HCMV inh
CCOC(=O)c1cccc(NC(=O)NC(C)c2c(-n3cccc3)sc3c2CCN(C)C3)c1 (stereo not given)	-5%	-37
Cc1c(CCNC(=O)c2ccc(Br)o2)sc2nc(-c3ccc(F)cc3)nn12	10%	?
COc1ccc(-c2cc(C(=O)NC(C)c3ccccc3)c3cc(C(C)C)ccc3n2)cc1 (stereo not given)	2%	3
CCS(=O)(=O)N1CC(=O)N(c2cc(C)ccc2C)C(C)(C(=O)NC2CCCCC2)C1 (stereo not given)	16%	0
O=c1[nH]c(SCc2c(F)cccc2Cl)nc2c1CCC2	23%	-11
Cc1ccc2c(=O)cc(C(=O)Nc3sc4c(c3C(=O)NCC3CCCO3)CCCC4)oc2c1 (stereo not given)	21%	3
CC(=O)c1ccc(NC(=O)CSc2c(C(C)C)cnc3c2c(=O)n(C)c(=O)n3C)cc1	3%	-8
COc1ccc(NC(=O)Nc2ccccc2OCc2cc(=O)n3ccccc3n2)c(OC)c1	-1%	-29
Cc1ccc(-n2ncc3c(NC4CCCCC4)ncnc32)cc1	-1%	-39
Cc1ccc(N(C)C(=O)C2CCN(S(=O)(=O)c3ccc4c(c3)CCCN4C(=O)C3CCC3)CC2)cc1	1%	9
Cc1ccc(N2C(=O)c3n[nH]c(C)c3C2c2ccc(Cl)cc2)cc1 (stereo not given)	-4%	29
Cc1ccccc1C(=O)NC1(C(F)(F)F)C(=O)Nc2c1c(=O)[nH]c(=O)n2CCc1ccccc1 (stereo not given)	-3%	2
CCCCNC(=O)c1ccc2c(c1)NC(=O)C(CS(=O)(=O)Cc1cccc(C)c1)N2 (stereo not given)	17%	1
O=C(NCc1ccc(F)cc1)c1ccc(Nc2nc3ccccc3n3nnnc23)cc1	2%	-34
Cc1ccc(CNc2nc(-c3ccco3)nn2S(=O)(=O)c2ccc3ccccc3c2)cc1	12%	43
CC(=O)N1c2ccccc2CC1C(=O)N1CCN(c2ccccc2F)CC1 (stereo not given)	-3%	7
Cc1ccc(NC(=O)C2CCN(S(=O)(=O)c3c(C)noc3C)CC2)cc1	8%	-15
CCCCN(CC)C(=O)Cn1c(=O)n(-c2ccc(OCC)cc2)c(=O)c2c3c(sc21)CCC3	0%	-6
CCSc1ncc(Cl)c(C(=O)Nc2ccc(S(=O)(=O)N3CCCCC3)cc2)n1	12%	?
Cc1ccc(/C=C/c2onc(C)c2S(=O)(=O)N2CCC(C(=O)NCc3ccc(C)o3)CC2)cc1	-4%	40

Looked up one by one from above, two records:
SMILES	AmpC detergent	HCMV inh
CCCCNC(=O)c1ccc2c(c1)NC(=O)C(CS(=O)(=O)Cc1cccc(C)c1)N2 (stereo not given)	17%	1
Cc1ccc(-n2ncc3c(NC4CCCCC4)ncnc32)cc1	-1%	-39

Entries of single compounds, quoted from the list.
Entry for Cc1ccc(CNc2nc(-c3ccco3)nn2S(=O)(=O)c2ccc3ccccc3c2)cc1 → AmpC detergent: 12%; HCMV inh: 43
Entry for O=C(NCc1ccc(F)cc1)c1ccc(Nc2nc3ccccc3n3nnnc23)cc1 → AmpC detergent: 2%; HCMV inh: -34
Entry for COc1ccc(NC(=O)Nc2ccccc2OCc2cc(=O)n3ccccc3n2)c(OC)c1 → AmpC detergent: -1%; HCMV inh: -29

The listing picks up; the two compounds before the break are reprinted first.
SMILES	AmpC detergent	HCMV inh
CCSc1ncc(Cl)c(C(=O)Nc2ccc(S(=O)(=O)N3CCCCC3)cc2)n1	12%	?
Cc1ccc(/C=C/c2onc(C)c2S(=O)(=O)N2CCC(C(=O)NCc3ccc(C)o3)CC2)cc1	-4%	40
CCOc1ccccc1NC(=O)C(NS(=O)(=O)c1ccc2c(c1)CCC(=O)N2)c1ccccc1 (stereo not given)	-8%	0
CCOc1cccc(NC(=O)CSc2ncc(-c3ccc(Cl)cc3)[nH]2)c1	15%	-2
Cc1cccc(NS(=O)(=O)c2ccc3c(c2)CCN3C(=O)CCC(=O)O)c1C	18%	27
COc1cccc(C(=O)NC2=NC(c3ccc(N(C)C)cc3)CC(=O)N2)c1 (stereo not given)	2%	1
Cc1ccc(NC(=O)Nc2nnc(SCC(=O)N3CCC(C)CC3)s2)cc1	-2%	-88*
O=S(=O)(c1ccc2[nH]c3c(c2c1)CCCC3)N1CCN(c2cccc(C(F)(F)F)c2)CC1	-4%	-13
O=C(COCc1cc(-c2cccs2)on1)NCc1ccc(F)cc1	11%	-2
Cc1ccc(C)c(S(=O)(=O)c2nnn3c2nc(NCc2cccs2)c2sccc23)c1	16%	-38
CCOC(=O)c1[nH]c(C)c(CCC(=O)Nc2ccc(Br)c(C)c2)c1C	7%	-19
Cc1cc(N2CCCCC2)nc2ccc(NC(=O)/C=C/c3ccccc3OC(C)C)cc12	9%	-12
COc1ccc(-c2noc(CSc3nc(C)cc(=O)[nH]3)n2)cc1OC	-1%	14
O=C(NCCn1cc(SCc2ccc(Br)cc2)c2ccccc21)c1cccs1	1%	-30
Cc1cc(Nc2cccc(C(F)(F)F)c2)ncn1	2%	-7
COC(=O)c1cc2oc3ccccc3c2n1Cc1cccc(C)c1	24%	15
CCOc1ccccc1C(=O)N1CC(=O)Nc2ccc(Cl)cc2C1c1ccccc1 (stereo not given)	-7%	14
COc1ccc(OC)c(NC(=O)Nc2c(C)n(C)n(-c3ccccc3)c2=O)c1	2%	1
COc1ccc(NC(=O)CSc2nc(-c3ccco3)cc(C(F)(F)F)n2)c(OC)c1	-14%	11
CCOCCCNC(=O)c1c[nH]c2ccc(S(=O)(=O)Nc3cccc(Cl)c3C)cc2c1=O	-5%	12
COc1ccc(Cl)cc1NC(=O)c1cnc2sc(N3CCOCC3)nn2c1=O	-1%	32
O=C(CSc1nc2cc3ccccc3cc2[nH]1)Nc1cccc(C(F)(F)F)c1	4%	-16
Cc1ccc(CNC(=O)c2ccc3c(c2)N(Cc2ccccc2Cl)C(=O)CS3)cc1	7%	-38
CCCCN(C)CCNC(=O)c1ccc(Cn2c(=O)[nH]c3cc(OC)c(OC)cc3c2=O)cc1	6%	-14
O=S(=O)(Nc1ccc(F)cc1F)c1ccc(-n2cccn2)cc1	-7%	-7
COC(=O)c1ccc(NC(=O)CCn2cccn2)cc1	3%	4
Cc1ccsc1CN(C(=O)c1oc2ccc(Br)cc2c1C)C1CCS(=O)(=O)C1 (stereo not given)	13%	30
Cc1cc2nc(-c3ccc(Cl)cc3)cc(C(F)(F)F)n2n1	9%	3
CCOc1ccc(CNC(=O)C2Cc3ccccc3N2C(=O)CC)cc1OC (stereo not given)	1%	10
CCc1cnc2c(c1SCC(=O)Nc1ccc(C)cc1C)c(=O)n(C)c(=O)n2C	1%	2
CCc1ccc(NC(=O)CCCc2nc(-c3ccco3)no2)cc1	9%	6
Cc1cccc(CSCc2ccc(C(=O)NCCc3ccccc3)o2)c1	0%	2
COc1ccc(N2CCN(C(=O)CSc3c4c(nc5ccc(Cl)cc35)CCCC4)CC2)cc1	2%	?
O=C(Nc1cc(Cl)cc(Cl)c1)c1ccc(F)c(S(=O)(=O)NC2CCCC2)c1	11%	-6
CC(C)(C)OC(=O)N1CCC(c2c(C(=O)Nc3ccc4c(c3)OCCO4)cnn2-c2ccc(F)cc2F)CC1	5%	0
Cc1ccc(Cn2c(C)c(CNC3CCCCC3)c(C(=O)O)c2C)cc1	19%	-5
CCOC(=O)C1CCCN(S(=O)(=O)c2ccc3c(c2)oc(=O)n3C)C1 (stereo not given)	2%	7
Cc1ccc(NC(=O)C2CCN(c3nn4cc(-c5ccc(C)cc5)nc4s3)CC2)cc1	17%	?
CCC(=O)N1CCc2cc(S(=O)(=O)CCC(=O)NCc3ccccc3Cl)ccc21	4%	-8
Nc1c(-c2nc(-c3ccncc3)no2)nnn1CC(=O)Nc1ccccc1	10%	?
Cc1cc(C(=O)N2CCN(c3ccccc3F)CC2)c2c(C)nn(-c3ccccc3)c2n1	-2%	1
Cc1ccc(-n2c3c(c(=O)[nH]c2=O)C(NC(=O)C(C)(C)C)(C(F)(F)F)C(=O)N3)cc1 (stereo not given)	?	7
CCOC(=O)c1ccc(Nc2nc3ccc(C(=O)c4ccccc4)cc3n3c(C)nnc23)cc1	1%	-18
COC(=O)c1ccc2c(=O)n(CCCCCC(=O)N3CCN(c4cccc(C)c4C)CC3)c(=O)[nH]c2c1	8%	-36
Cc1cccc(CC2C(=O)Nc3ccccc32)c1 (stereo not given)	21%	-70*
CCOc1ccc(CCNC(=O)c2cc3c(=O)oc4ccc(C)cc4c3s2)cc1OCC	-9%	13
Cc1ccc(C(=O)CC2(O)C(=O)N(CCc3ccccc3)c3ccc(Cl)cc32)cc1 (stereo not given)	2%	-104*
CCCCCn1c(=O)[nH]c2cc(C(=O)N3CCN(c4ccc(OC)cc4)CC3)ccc2c1=O	-5%	-20
COc1ccc(CNC(=O)c2ccc(Cn3c(=O)c4cccn4c4cccnc43)cc2)cc1OC	2%	13
COc1ccc(C(=O)NCC2(N3CCN(C)CC3)CCCCC2)cc1	2%	-8
CC(=O)OCC#CCSc1nnc(-c2cccc(Br)c2)o1	22%	-9
O=C1CC(c2ccc(C(F)(F)F)cc2)c2c(c3ccccc3oc2=O)O1 (stereo not given)	-5%	-9
Cc1ccc(C)c(CSc2nnc3[nH]c(=O)cc(-c4ccccc4)n23)c1	-1%	?
CC1CCN(C(=O)CN2CCSc3ccc(S(=O)(=O)N(C)C)cc32)CC1	7%	-7
Cc1cccc(-n2c(/C=C/c3c[nH]c4ccccc34)nc3ccccc3c2=O)c1	13%	-4
CCOC(=O)c1ccc(N=C2SC(C(=O)Nc3ccccc3)CC(=O)N2C)cc1 (stereo not given)	17%	7
O=C(NCc1ccccc1Cl)c1c2c(nc3ccccc13)C(=O)N(C1CCCCC1)C2	-1%	12
CCCC(CCC)C(=O)Nc1cccc(-c2cn3cccnc3n2)c1	8%	-5
CCN(C(=O)c1cc2c(=O)oc3ccc(C)cc3c2s1)c1ccccc1C	15%	13
COc1ccc(CCNC(=O)c2cnn(-c3cccc(C)c3)c2C2CCNCC2)cc1OC	-2%	8
CC(C)c1ccc(Nc2c(-c3ccccc3O)nc3cnccn23)cc1	16%	-31
Cc1oc2cc3oc(=O)c(CC(=O)NCc4ccccc4)c(C)c3cc2c1C	-4%	-37

The results go on:
SMILES	AmpC detergent	HCMV inh
CCN(CCCNC(=O)c1cc2c(=O)[nH]c3ccccc3c2s1)c1ccccc1	1%	-81*
Cc1nn(-c2ccccc2)c(-n2cccc2)c1C(=O)N1CCN(c2ccccc2)CC1	12%	3
CCOc1ccccc1NS(=O)(=O)c1ccc2c(c1)CC(C)N2C(=O)C1CC1 (stereo not given)	3%	-27
CCc1ccccc1NC(=O)c1ccc(F)c(S(=O)(=O)N2CCN(c3cccc(Cl)c3)CC2)c1	0%	-35
Cc1ccnc(NC(c2ccccc2F)c2ccc3cccnc3c2O)c1 (stereo not given)	21%	-77*
Cc1cc(Cl)ccc1NC(=O)CSc1nc2c(c(=O)[nH]1)CCC2	0%	-5
Cc1cccc2c1-c1sc(C(=O)NCc3ccccc3Cl)cc1CO2	-1%	-5
Cc1nc2c(C(=O)N(C)Cc3ccccc3)c[nH]n2c(=O)c1Cc1ccc(Cl)cc1	-4%	-11
CCc1cccc(C)c1Nc1c(-c2cccs2)nc2nc(C)cc(C)n12	13%	-2
COc1ccccc1OCCCSc1nc(-c2ccc(C(C)(C)C)cc2)nc2cc(=O)[nH]n12	?	-14
Oc1cccc(-c2nc3ncccn3c2Nc2cccc(C(F)(F)F)c2)c1	3%	5
COc1ccccc1Cn1cc(C(=O)c2ccccc2)c(=O)c2cc(OC)c(OC)cc21	5%	-26
CCCCNC(=O)C1CCN(C(=O)N2CC(C)Oc3ccc(Cl)cc32)CC1 (stereo not given)	12%	-9
COc1ccc(CNC(=O)CSc2ncc3c(n2)-c2cc(Cl)ccc2N(Cc2ccccc2)S3(=O)=O)cc1	-1%	-10
CCOC(=O)c1cccc(NC(=O)CN2C(=O)CC(C)(C)Sc3ccccc32)c1	-7%	32
CC(=O)c1ccc(NS(=O)(=O)c2ccc(Br)s2)cc1	14%	0
Cc1cccc(Cn2nnc(C(=O)Nc3cc(C)ccc3C)c2N)c1	-1%	-12
COc1ccc(NC(=O)CCS(=O)(=O)c2nc(-c3cccs3)cc(C(F)(F)F)n2)cc1	-4%	-101*
c1ccc(C(c2cccs2)c2c[nH]c3ccccc23)cc1 (stereo not given)	0%	-66*
Cc1ccc(NC(=O)Cn2c(=O)n(-c3ccc(CC(=O)NCC4CCCO4)cc3)c(=O)c3ccccc32)cc1 (stereo not given)	-4%	1
CCC(Sc1nc2nccnc2c(=O)n1Cc1ccc(OC)cc1)C(=O)NC1CCCCC1 (stereo not given)	14%	-29
CCc1nc2ccc(C(=O)NCc3cccc(Br)c3)cc2nc1CC	10%	-3
COc1cccc(-c2nc(CS(=O)(=O)CC(=O)NCc3ccc(C)cc3)c(C)o2)c1	17%	-12
Cc1ccc(N2CCN(c3nc4ccccc4n4nnnc34)CC2)c(C)c1	-5%	-28
COc1ccccc1NC(=O)c1sc2nc(-c3cc4ccccc4oc3=O)[nH]c(=O)c2c1C	15%	-3
O=C(CSc1nnc(-c2ccc(Cl)cc2)o1)c1ccc([N+](=O)[O-])cc1	-1%	7
COc1ccc(S(=O)(=O)NCCc2sc(C)nc2C)cc1F	7%	-25

Compound activity deposited in PubChem BioAssay by National Center for Advancing Translational Sciences (NCATS).
